ADAM17 inh – ADAM17 inhibitors, primary screen, biochemical, QFRET; AID 720648, 2013; Disintegrin and metalloproteinase domain-containing protein 17 (Homo sapiens), P78536; recombinant ADAM17, EDANS/DABCYL FRET peptide cleavage; 370,000 compounds, 0.83% hits; inhibition, % at 6.95 µM;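 active = inhibition above the mean of compounds lying between control limits plus 3 SD, set per campaign, cut at about 8.5% in these data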;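 note: 0% = DMSO-only wells as the low control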
DDE Tn6 FP inh – inhibitors of Tn6 peptide binding to fibrin DD(E), primary screen, biochemical, fluorescence polarization, human fibrin, Tn6 probe | inhibition, % at 8.3 µM | Fibrin DD(E) TRITC-Tn6 fluorescence polarization displacement | 370,000 compounds, 0.21% hits | Fibrinogen beta chain (Homo sapiens), P02675;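 active = inhibition above a per-campaign cutoff: mean of compounds within control limits plus 3 SD, cut at about 15% in these data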;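 note: 0% = median of all compound wells on the plate and 100% = blocking peptide control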
Tn7 DDE FP – inhibitors of Tn7 peptide binding to fibrin DD(E), primary screen, biochemical, fluorescence polarization, human fibrin, Tn7 probe; Fibrinogen beta chain (Homo sapiens), P02675; FP displacement of FITC-Tn7 peptide from fibrin DD(E); 0% = median of compound wells per plate; inhibition, % at 8.3 µM; 370,000 compounds, 0.13% hits;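 active = inhibition above the mean of compounds falling within the control limits plus 3 SD of them, cut at about 14% in these data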;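 note: 0% = plate median of compound wells and 100% = 10 µM Aha-Tn7 peptide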
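Test system: human clot-derived fibrin DD(E) complex / Quantity: 2 µM final DD(E) protein / Incubation: 10 min plus 3 h, room temperature / Measured by: fluorescence polarization / Benchmarks: high control of 10 µM Aha-Tn7 peptide / Replicates: singlicate testing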
ADAM10 inh – human ADAM10 inhibitors, primary screen, biochemical, QFRET, HTS. recombinant ADAM10, EDANS/DABCYL FRET peptide cleavage, 3 h. inhibition, % at 7 µM. 370,000 compounds, 0.62% hits. Disintegrin and metalloproteinase domain-containing protein 10 (Homo sapiens), O14672;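 active = inhibition above a per-campaign cutoff equal to the mean of compounds falling between control-based bounds plus 3 SD, cut at about 20% in these data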;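 note: 0% = DMSO wells while the 100% control is not disclosed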
Target sequence (O14672 214-748 limits assumed): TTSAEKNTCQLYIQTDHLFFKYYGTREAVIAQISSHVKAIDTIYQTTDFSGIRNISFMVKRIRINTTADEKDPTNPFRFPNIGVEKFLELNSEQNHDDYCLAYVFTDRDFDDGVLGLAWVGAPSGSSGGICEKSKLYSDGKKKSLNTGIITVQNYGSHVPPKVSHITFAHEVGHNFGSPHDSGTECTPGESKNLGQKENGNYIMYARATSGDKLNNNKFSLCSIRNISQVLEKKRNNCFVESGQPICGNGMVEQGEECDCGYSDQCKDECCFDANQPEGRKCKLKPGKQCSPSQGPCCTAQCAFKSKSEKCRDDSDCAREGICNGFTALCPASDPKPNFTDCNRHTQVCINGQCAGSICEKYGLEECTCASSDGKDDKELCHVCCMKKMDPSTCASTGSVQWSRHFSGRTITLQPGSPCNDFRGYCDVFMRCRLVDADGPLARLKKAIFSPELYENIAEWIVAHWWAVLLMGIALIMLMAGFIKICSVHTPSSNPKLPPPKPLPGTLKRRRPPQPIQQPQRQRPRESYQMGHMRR
TDP2 inh – human TDP2 enzyme inhibitors, primary screen, biochemical, epi absorbance, recombinant enzyme | Tyrosyl-DNA phosphodiesterase 2 (Homo sapiens), O95551 | T5PNP hydrolysis, p-nitrophenol absorbance 415 nm | inhibition, % at 12.8 µM | 370,000 compounds, 0.34% hits;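 active = inhibition above the mean of all tested compounds plus 3 SD, set per campaign, cut at about 25% in these data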;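 note: 0% = DMSO with enzyme and 100% = buffer with substrate but no TDP2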
Target sequence (O95551 whole entry, looked up): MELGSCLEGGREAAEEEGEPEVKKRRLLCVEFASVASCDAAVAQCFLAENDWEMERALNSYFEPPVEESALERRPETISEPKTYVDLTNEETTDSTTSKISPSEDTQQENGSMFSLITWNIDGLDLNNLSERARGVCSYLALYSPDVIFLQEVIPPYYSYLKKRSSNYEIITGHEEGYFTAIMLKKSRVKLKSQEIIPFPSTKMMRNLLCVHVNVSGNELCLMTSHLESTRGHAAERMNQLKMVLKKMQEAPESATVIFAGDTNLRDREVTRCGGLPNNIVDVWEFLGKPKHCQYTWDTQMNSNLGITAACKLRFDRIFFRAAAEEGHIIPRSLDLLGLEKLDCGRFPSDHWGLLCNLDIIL
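System – recombinant human TDP2 · Quantity – TDP2 enzyme at 120 nM final · Doses – single concentration, 12.8 µM nominal, with 1% DMSO · Incubation – 2 h at 37 °C · Measured by – epi absorbance of p-nitrophenol freed from T5PNP by hydrolysis · Read-out – % inhibition relative to enzyme-containing and enzyme-free wells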
ARFGAP1 inh – inhibitors of rat ARFGAP1 GAP activity, primary screen, biochemical, fluorescence polarization, GDP tracer; ADP-ribosylation factor GTPase-activating protein 1 (Rattus norvegicus), Q62848; Arfgap1-stimulated ARF1 GTP hydrolysis, GDP FP detection; inhibition, % at 16.5 µM; 360,000 compounds, 0.26% hits;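 active = inhibition above a per-plate limit, mean inhibition of low control wells plus 3 SD, cut at about 25% in these data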;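 note: 0% = DMSO wells with enzyme and 100% = wells lacking Arfgap1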
Target sequence (Q62848 1-136 limits assumed): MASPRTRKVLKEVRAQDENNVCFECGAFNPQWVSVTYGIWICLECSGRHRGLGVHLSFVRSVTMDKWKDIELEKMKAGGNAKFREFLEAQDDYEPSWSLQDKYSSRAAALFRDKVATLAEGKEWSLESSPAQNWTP
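Repeats: one replicate per compound; assay system: rat Arfgap1 catalytic domain, aa 1-136; times: enzyme reaction 120 min at 25 °C after 20 min preincubation; detection: FP of antibody-bound GDP Alexa 633 tracer, ex 620/em 688 nm; benchmarks: high control wells lacking Arfgap1, low control full reaction with DMSO; reagent: human ARF1(Δ1-17)-GTP substrate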
proKLK7 act – proKLK7 zymogen activators, primary screen, biochemical, fluorescence intensity; Kallikrein-7 (Homo sapiens), P49862; purified proKLK7, EDANS-DABCYL substrate fluorescence; 100% is mature enzyme control, 0% vehicle; activation, % at 7 µM; 370,000 compounds, 0.9% hits; AID 652039, 2013;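 active = activation above the mean of all tested compounds plus 3 SD, computed per campaign excluding outliers beyond control limits, cut at about 13% in these data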
ASAP1 GAP inh – inhibitors of human ASAP1 ArfGAP activity, primary screen, biochemical, fluorescence polarization. 360,000 compounds, 0.19% hits. ASAP1-stimulated ARF1 GTP hydrolysis, GDP FP detection. AID 624377, 2012. inhibition, % at 16.5 µM. Arf-GAP with SH3 domain, ANK repeat and PH domain-containing protein 1 (Homo sapiens), …; in the data active = inhibition above about 25%;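 note: 0% = vehicle with enzyme and substrate and 100% = no enzyme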
LEDGF integ inh – blockers of LEDGF/p75-dependent integrase strand transfer – biochemical, TR-FRET, high throughput, primary screen. 370,000 compounds, 0.64% hits. HIV-1 integrase (with human LEDGF/p75). AID 743269, 2014. TR-FRET IN-LEDGF/p75 DNA integration, Eu/Cy5. inhibition, % at 3.7 µM;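 active = inhibition above the screen-wide mean plus 3 SD, cut at about 13% in these data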;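 note: signal is the Cy5 over europium emission ratio at 671 and 618 nm; 0% = plate median of compound wells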
PLC-gamma1 inh – PLC-gamma1 enzyme inhibitors, primary screen, biochemical, fluorescence, purified enzyme. fluorogenic substrate. inhibition, % at 12.2 µM. 370,000 compounds, 0.84% hits. AID 720700, 2013; in the data active = inhibition above about 9.5%
Active calls of the source: *; i = inactive; nt = no result given.

SMILES	ADAM17 inh	DDE Tn6 FP inh	Tn7 DDE FP	ADAM10 inh	TDP2 inh	ARFGAP1 inh	proKLK7 act	ASAP1 GAP inh	LEDGF integ inh	PLC-gamma1 inh
CSCCC(NC(C)=O)C(=O)OCC(=O)N(c1ccccc1)c1ccccc1 (stereo unspecified)	0	5	-2	-6	-2	12	0.1	-4	0	0
O=C(C1CCN(S(=O)(=O)c2cnc[nH]2)CC1)N1CCN(Cc2ccc3c(c2)OCO3)CC1	-3	-6	-3	4	8	10	0.5	-6	0	2
Cc1cc(C(=O)N/N=C/c2ccc[nH]2)n[nH]1	-1	-1	1	-7	4	-7	-0.2	-7	0	-4
CCN(CC)CCN(C(=O)c1ccc2ccccc2c1)c1nc2cc3c(cc2s1)OCO3	-3	8	0	5	8	8	-0.5	5	-2	-1
COc1ccc(CCNC(=O)CSc2ccsc2[N+](=O)[O-])cc1OC	1	10	-6	3	-7	1	0.7	-3	0	2
Cc1ccc(-n2c(SCC(=O)NCc3ccco3)nc3c([nH]c4ccccc43)c2=O)cc1	-17	2	5	-59	2	-1	-0.1	6	0	0
CNc1nc(NCc2cccc(OC)c2)c2sccc2n1	-4	-6	-2	-17	-1	7	-0.2	1	1	2
CC(=O)Nc1ccc(C(=O)COC(=O)CCS(=O)(=O)c2ccccc2)cc1	1	-3	-2	-8	3	16	0.2	0	1	0
CCc1cc(Cn2nc(C(=O)O)cc2-c2ccccc2)on1	0	-2	3	8	9	-8	-0.3	-6	-1	-1
COc1ccccc1CNC(=O)CSCc1cnn(-c2ccccc2)c1-n1cccc1	-3	1	3	3	3	-15	-0.5	2	0	-1
CN1/C(=C\C(=S)NC(=O)c2ccccc2Cl)C(C)(C)c2ccccc21	-3	-1	0	-2	0	-9	-0.1	1	0	-13
COc1ccc(CN2C[C@@H](CO)O[C@@H](n3cnc4c(NCc5ccco5)ncnc43)C2)cc1	-3	0	4	-5	0	0	0.9	-3	-2	-2
COC(=O)[C@]12C[C@H](CC(=O)N3CCCC3)C(=O)N(Cc3ccc(Cl)cc3Cl)C1=C[C@H](C(C)C)O[C@@H]2C1CC1	3	-6	-8	9	-6	nt	-0.1	nt	6	3
CCC(=O)N/C(=N\OCc1ccc(F)cc1)c1nonc1NC(=O)CC	-2	5	0	2	-5	11	0.1	0	-3	4
O=C1c2ccccc2C(=O)N1Cc1cc(Cl)c(O)c([N+](=O)[O-])c1	-1	-2	0	5	12	8	-0.1	0	0	-2
N/C(=N\N=C\c1ccc(O)c(O)c1)c1nonc1N	-15	-3	-4	-36	-19	16	1.5	5	1	-21
Cc1ccc(S(=O)(=O)N2[C@@H](c3ccc4c(c3)OCO4)C(C(=O)O)=C[C@H]2CC2CCCC2)cc1	-2	-6	1	-4	-2	-4	-1.0	-1	2	-6
O=C(O)c1ccccc1-c1ncc(-c2ccccc2)o1	-69	6	1	-211	-14	4	1.2	11	-4	-22
Cc1c(Br)cccc1NC(=O)C1(C)CCN1Cc1ccccc1OC(F)F (stereo unspecified)	5	-2	1	14	-9	0	-0.8	-13	1	9
C[C@@H]1CCCCO[C@H](CN(C)Cc2ccc(C(=O)O)cc2)[C@@H](C)CN([C@H](C)CO)C(=O)c2cc(NC(=O)CCC(F)(F)F)ccc2O1	-1	6	-4	-14	-4	12	-0.9	-22	-5	-2
O=C(COc1ccc(S(=O)(=O)N2CCOCC2)cc1Cl)NCc1ccccn1	2	-7	2	-4	7	-5	0.0	-10	-2	0
CCOC(=O)c1ccc(N=C2S/C(=C\c3cc(C)n(-c4cccnc4)c3C)C(=O)N2C)cc1	-2	0	-3	-1	-9	11	0.2	-17	2	2
COCCNC(=O)C1CCN(S(=O)(=O)c2c(C)noc2/C=C/c2cccs2)CC1	0	2	2	9	-10	7	0.1	-11	2	3
CCS(=O)(=O)n1nc(-c2ccccc2)cc1N	-2	1	-6	-7	3	7	0.3	4	4	0
C[C@@H]1CN([C@@H](C)CO)S(=O)(=O)c2ccc(Br)cc2O[C@H]1CN(C)Cc1ccccc1F	5	6	2	14	-5	1	0.2	2	-1	0
Cc1ccc(CN2CCN(C(=O)C3CCCO3)CC2)cc1 (stereo unspecified)	-2	-3	-4	-4	4	-1	-0.6	14	1	-1
COC(=O)c1ccc(NC(=O)CSc2ccccn2)cc1	-2	0	2	-8	-8	-4	-1.1	-10	-3	0
CCSCCOC(=O)C1=C(C)NC(=O)NC1c1cccc(OC)c1OC (stereo unspecified)	-1	-5	-6	10	4	26*	0.4	1	1	0
Cc1cccc(Nc2cc(=O)[nH]c(=O)[nH]2)c1	1	6	-11	1	7	0	-0.2	-16	-1	4
CC(=O)NS(=O)(=O)c1cccnc1Nc1cccc(Cl)c1C	2	-5	-7	6	-2	5	0.1	4	-5	3
O=S1(=O)CCS(=O)(=O)C1c1ccccc1	0	-6	-3	-4	-9	12	0.5	8	-4	9
O=C1c2ccccc2NC(c2cccc(F)c2)N1Cc1ccco1 (stereo unspecified)	-381	2	0	i	-7	0	22*	-9	2	-449
Cc1cc(=O)oc2cc(OC(=O)c3cncc(Br)c3)ccc12	i	10	6	i	21	-4	5.8	1	4	i
CC(C)(C)c1ccccc1N=Cc1ccc2ccccc2n1	3	0	-1	1	-15	6	0.1	-4	-6	5
O=C(CN1C(=O)NC2(CCCCCCC2)C1=O)NC1CCCc2ccccc21 (stereo unspecified)	-2	-5	11	-10	0	6	0.0	6	-1	2
CCOC(=O)c1cnc(N2CCOCC2)[nH]c1=O	-3	-2	-2	-5	1	12	0.2	-13	-3	2
COc1ccc2c(-c3cccnc3)cc(=O)[nH]c2c1	-27	-6	-2	-81	-3	6	-0.7	-5	-4	-37
O=C(COC(=O)/C=C/c1cccc(F)c1)NCc1ccc2c(c1)OCO2	2	-3	4	5	0	-7	-0.4	0	1	4
C=CCc1cc(/C=N/n2cnnc2)cc(OCC)c1O	-8	4	2	-4	5	-2	-0.6	-3	0	-4
C[C@]12CC[C@@H]3c4ccc(O)cc4CC[C@H]3[C@@H]1C[C@@H](O)[C@@H]2O[C@@H]1O[C@H](C(=O)O)[C@@H](O)[C@H](O)[C@H]1O	-5	13	2	-10	4	-5	-0.3	2	1	-6

Looked up above:
O=C(COC(=O)/C=C/c1cccc(F)c1)NCc1ccc2c(c1)OCO2 in DDE Tn6 FP inh → -3
O=S1(=O)CCS(=O)(=O)C1c1ccccc1 in proKLK7 act → 0.5

Copied from the listing for reference:
SMILES	ADAM17 inh	DDE Tn6 FP inh	Tn7 DDE FP	ADAM10 inh	TDP2 inh	ARFGAP1 inh	proKLK7 act	ASAP1 GAP inh	LEDGF integ inh	PLC-gamma1 inh
CCSCCOC(=O)C1=C(C)NC(=O)NC1c1cccc(OC)c1OC (stereo unspecified)	-1	-5	-6	10	4	26*	0.4	1	1	0
Cc1cccc(Nc2cc(=O)[nH]c(=O)[nH]2)c1	1	6	-11	1	7	0	-0.2	-16	-1	4
CC(=O)NS(=O)(=O)c1cccnc1Nc1cccc(Cl)c1C	2	-5	-7	6	-2	5	0.1	4	-5	3
O=S1(=O)CCS(=O)(=O)C1c1ccccc1	0	-6	-3	-4	-9	12	0.5	8	-4	9
O=C1c2ccccc2NC(c2cccc(F)c2)N1Cc1ccco1 (stereo unspecified)	-381	2	0	i	-7	0	22*	-9	2	-449
Cc1cc(=O)oc2cc(OC(=O)c3cncc(Br)c3)ccc12	i	10	6	i	21	-4	5.8	1	4	i
CC(C)(C)c1ccccc1N=Cc1ccc2ccccc2n1	3	0	-1	1	-15	6	0.1	-4	-6	5
O=C(CN1C(=O)NC2(CCCCCCC2)C1=O)NC1CCCc2ccccc21 (stereo unspecified)	-2	-5	11	-10	0	6	0.0	6	-1	2
CCOC(=O)c1cnc(N2CCOCC2)[nH]c1=O	-3	-2	-2	-5	1	12	0.2	-13	-3	2
COc1ccc2c(-c3cccnc3)cc(=O)[nH]c2c1	-27	-6	-2	-81	-3	6	-0.7	-5	-4	-37

Next part.
SMILES	ADAM17 inh	DDE Tn6 FP inh	Tn7 DDE FP	ADAM10 inh	TDP2 inh	ARFGAP1 inh	proKLK7 act	ASAP1 GAP inh	LEDGF integ inh	PLC-gamma1 inh
Cc1ccc2cc(CN(CCc3ccccc3)C(=S)NCCCN(C)C)c(=O)[nH]c2c1	-2	-2	-2	-4	-10	-1	0.1	4	3	1
CC(C)c1c(C(=O)N/N=C/c2cccc3ccccc23)nnn1-c1nonc1N	10*	4	-6	20*	-16	9	0.8	8	-1	6
Nn1c(SCC(=O)Nc2cccc(F)c2)nnc1C1CCCCC1	-4	1	0	-5	11	3	-0.3	0	0	2
COc1ccc(Cl)cc1NCCC(O)c1ccc(F)cc1 (stereo unspecified)	0	-3	10	7	10	-7	-0.2	7	-1	0
CCOc1ccc(-c2nn(-c3ccccc3)cc2/C=C2\SC(=S)N(Cc3ccco3)C2=O)cc1	0	-10	-8	-2	7	4	0.3	-4	0	-2

Compounds as they come; any-hit rate near 4.2%.
